High-throughput results: PubChem BioAssay, Broad Institute
F508del corr = F508del CFTR correction, initial screen, CFBE line, single point. CFBE cells, YFP halide quenching; stimulated with forskolin plus potentiator P3; % fluorescence drop versus neutral controls. activity (quench increase), % at 7.58 µM. 0.36% of 350,000 active. AID 720511, 2013;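 active means mean added fluorescence quench of at least 8% versus neutral control, with both replicates also reaching 8%; inconclusive means only one of the mean or replicate conditions met; inactive means mean below 8% and not both replicates reaching 8%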;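 further: cells transiently co-express mutant CFTR-F508del with the halide-sensitive YFP; corrector assay measuring rescue of mutant channel to the surface after 24 h compound exposure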
ARNT TACC3 PPI = disruptors of ARNT/TACC3 protein interaction, primary screen, biochemical, AlphaScreen, single concentration | Transforming acidic coiled-coil-containing protein 3 (Homo sapiens), Q9Y6A5 | AlphaScreen His-ARNT PAS-B/GST-TACC3 binding, luminescence; TACC3 fragment carries E629A point mutation | inhibition, % at 9.99 µM | 0.66% of 390,000 active | AID 623870, 2012;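 active means mean inhibition of replicates at least 50% and at least half of replicates each reaching 50%; inconclusive means half or more replicates reach 50% but mean below 50%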;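 further: 0% = complete ARNT plus TACC3 wells and 100% = ARNT alone without TACC3; many hits fall short of the cut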
ERp5 inh = inhibitors of ERp5-driven insulin aggregation, primary screen, biochemical, turbidity, absorbance 650 nm, single point | Protein disulfide-isomerase A6 (Homo sapiens), Q15084 | 90 min | inhibition, % at 9.99 µM | 0.05% of 350,000 active;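 active means mean replicate inhibition above about 25%, with every replicate also reaching it, limit read from the data, passing the limit was not always enough; inconclusive means only one of those two criteria met; inactive means neither criterion met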
Target sequence (Q15084 whole entry, looked up): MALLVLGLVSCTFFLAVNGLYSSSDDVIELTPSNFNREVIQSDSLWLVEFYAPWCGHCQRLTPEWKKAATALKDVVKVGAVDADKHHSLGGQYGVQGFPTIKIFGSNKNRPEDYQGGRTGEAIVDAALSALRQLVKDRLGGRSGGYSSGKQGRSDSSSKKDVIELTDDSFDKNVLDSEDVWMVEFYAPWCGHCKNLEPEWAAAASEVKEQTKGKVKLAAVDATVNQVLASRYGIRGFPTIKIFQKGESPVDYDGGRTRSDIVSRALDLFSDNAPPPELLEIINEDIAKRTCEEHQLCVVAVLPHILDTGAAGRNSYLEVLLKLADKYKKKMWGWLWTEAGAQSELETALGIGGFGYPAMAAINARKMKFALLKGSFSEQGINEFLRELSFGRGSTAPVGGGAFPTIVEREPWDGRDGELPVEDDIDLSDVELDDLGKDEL
GSIS activator = GLuc luminescence reporter in INS-1E cells, primary screen for activators of glucose-dependent secretion of insulin; INS-1E GLuc reporter insulin secretion, 2-3 h; activation, % at 16.6 µM; AID 743287, 2014; 0.61% of 370,000 active;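 active means lowest replicate activation of at least 40%, so every replicate reaches that level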;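 further: 0% = median of neutral control wells and 100% = median of IBMX positive control wells; some compounds called inactive have numbers as strong as hits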
EWS-Fli block = EWS/Fli-driven NR0B1 reporter inhibitors, primary screen, A673 cells, NR0B1 luciferase, luminescence, MLPCN library | viability-normalised | inhibition, % at 12.6 µM | 0.67% of 350,000 active;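 active means mean inhibition of at least 50% after viability correction, with every replicate also passing that limit; inconclusive means mean reaches 50% but only one of two replicates passes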;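 further: firefly luciferase signal divided by Alamar Blue viability fluorescence both relative to DMSO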
Xi reactivation = activators of inactive X chromosome reactivation, primary screen, imaging, XiGFP fibroblasts, GFP high-content imaging, set 2 | XiGFP mouse fibroblasts, % GFP-positive cells imaging, 3 d; cells co-treated with 5-aza-dC sensitizer; scaled so ellipticine positive control = 100% | activation, % at 7.58 µM | 0.055% of 360,000 active | AID 743238, 2013;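 active means mean normalized replicate activation at least 10% and every replicate at or above 10%; inconclusive means only one of the two criteria met; inactive means mean below 10% and not all replicates reach 10%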;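 further: 0% = median of on-plate neutral control wells and 100% = ellipticine 6 µM median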
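Assay system: SV40-immortalized XiGFP fibroblast cells, line 68-5-11; buffer or medium: DMEM plus 5-aza-dC sensitizer; compound: one concentration, pinned; timing: compounds 3 days, fix/stain 15 min at room temperature; benchmarks: positive control ellipticine, 6 µM final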
DENV2 CPE rescue = inhibitors of DENV2 cytopathic effect, primary screen, cell-based, plate reader, single concentration; DENV2-infected cells, cytopathic effect rescue; CPE inhibition, % at 9.99 µM; 1.7% of 350,000 active; AID 651640, 2012; in the data active means CPE inhibition above about 20%, passing the limit was not always enough; inconclusive means no clear call, values can overlap the other calls; tested in BHK-21 cells;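 further: 0% = median of neutral control wells and 100% = median of positive control wells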
PAX8 reporter = inhibitors of PAX8-driven TPO luciferase reporter, primary screen, RMG-I cells, single concentration; SteadyGlo, 24 h; 1.2% of 360,000 active; inhibition, % at 12.6 µM;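 active means mean replicate inhibition at least 60% with every replicate also reaching 60%; inconclusive means only one of the two criteria is met; inactive means mean below 60% and not all replicates reaching 60%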;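 further: luciferase light reporting Pax8 driven TPO promoter activity; plate controls were median of neutral control wells for no effect and mitoxantrone controls for full effect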
* marks the source's active call; other numbers are inactive results; u = inconclusive; x = no result given. Compounds as they come. About 4.2% of those tested had a hit in this group.

The line under a structure holds: F508del corr, ARNT TACC3 PPI, ERp5 inh, GSIS activator, EWS-Fli block, Xi reactivation, DENV2 CPE rescue, PAX8 reporter
Cc1ccc(C(=O)C(C)N(C(=O)c2ccc(Cl)cc2Cl)N2C(=O)CCCC2=O)cc1 (stereo not drawn)
    -3.7, 15, -2, -3, 4, 0.8, 1, 8
Cc1ccc(NC(=O)N2CC(C)OC(C)C2)cc1[N+](=O)[O-] (stereo not drawn)
    -2.9, x, -3, 4, -2, 0.1, u, 5
Cc1ccc(S(=O)(=O)N(C)C[C@H]2Oc3ccc(NC(=O)Cn4cnnn4)cc3CC(=O)N([C@@H](C)CO)C[C@H]2C)cc1
    -2.3, 3, -29, 0, -2, 0.1, -8, -9
CCN(CC(=O)Nc1ccccc1OC)CC(=O)Nc1sccc1C#N
    -3.9, 2, -5, 15, 6, -0.2, -4, -4
C[C@@H]1CN([C@@H](C)CO)C(=O)c2cc(NC(=O)NC3CCCCC3)ccc2O[C@@H](C)CCCCO[C@H]1CN(C)C(=O)CCC(F)(F)F
    0.7, -7, 1, -15, 3, 0.2, 3, x
S=C1NC2CCCCC2N1 (stereo not drawn)
    -3.9, -5, -4, 1, 5, 0.1, 8, 6
C[C@@H]1CN([C@H](C)CO)C(=O)c2cc(NS(=O)(=O)c3ccccc3)ccc2O[C@@H](C)CCCCO[C@@H]1CN(C)Cc1ccc2c(c1)OCO2
    2.7, 3, 3, -26, 9, 1.0, 2, 22
Cc1cccc(N2CCN(C(=O)C3CCN(S(=O)(=O)c4cccnc4)CC3)CC2)c1C
    -2.7, -6, 6, -7, 8, 0.3, 1, 12
CCOc1cc(/C=C2\C(=N)N3N=C(CC)SC3=NC2=O)ccc1OCCOc1ccc(NC(C)=O)cc1
    1.5, 0, 0, x, 5, -0.1, -6, 6
CC(C)C(=O)c1cn(CC(=O)O)c2ccccc12
    -0.8, -7, 0, 2, 17, 0.0, -5, 22
Cc1ccc(NC(=O)CC2SC(=NC3CCCCC3)NC2=O)cc1 (stereo not drawn)
    x, -4, 2, x, -8, 0.4, -3, 5
COCC(=O)Nc1ccc2c(c1)OC[C@@H](C)N(CC1CCCCC1)C[C@H](C)[C@@H](OC)CN(C)C2=O
    2.2, -6, -3, -6, 9, 0.2, -3, 13
CCc1ccc(N2CC(C(=O)Nc3nc4ccc(S(C)(=O)=O)cc4s3)CC2=O)cc1 (stereo not drawn)
    0.1, -3, -1, -4, -7, 0.0, -1, -4
Cc1c(NC(=O)CN2CCN(c3ccc(F)cc3)CC2)c(=O)n(-c2ccccc2)n1C
    0.8, -29, -4, 6, 5, 0.3, 10, -7
O=C(COc1cccc(Cl)c1)NNC(=S)Nc1ccccc1
    x, -36, 1, 2, 13, -0.1, -3, 8
CCN1[C@@H]2Cn3c(ccc(-c4ccccc4F)c3=O)[C@H]1[C@@H](C(=O)NCc1ccc(F)cc1)[C@@H]2CO
    x, 0, 2, 0, 3, 0.0, 4, -1
CCCN1[C@@H]2Cn3c(ccc(-c4cccc(F)c4)c3=O)[C@H]1[C@@H](C(=O)NCC1CC1)[C@@H]2CO
    x, -1, -3, 6, -7, 0.3, -2, x
CC1CCC2(CC1)NC(=O)N(CC(=O)NCCc1ccc(F)cc1)C2=O (stereo not drawn)
    1.6, -6, -8, -10, 4, 0.0, 0, -13
COC(=O)/C=C1\OCc2cccc(C)c21
    2.3, x, -3, 15, 5, -0.1, 13, -12
Cn1c(=O)[nH]c(=O)c2c1nc(Br)n2Cc1ccc(Cl)cc1
    -0.7, x, -1, -4, 16, 0.1, u, 5
COc1ccccc1C(=O)N/C(=C\c1ccc(Br)cc1)C(=O)NCCCO
    1.0, 0, -8, 1, 2, 0.0, 5, 6
O=C(O)c1ccc(CN2C(=O)c3ccc(C(=O)O)cc3C2=O)cc1
    -2.9, -6, 5, 15, -11, 0.1, -1, 9
FC(F)(F)c1cccc(Cc2noc(CN3CCC(N4CCCCC4)CC3)n2)c1
    -0.4, 2, 4, -9, 5, -0.1, -7, 1
CC1CCN(CCC(=O)Nc2ccc(Cl)cc2)CC1
    -1.4, 19, 1, 12, 2, 0.2, 0, -1
CC(=O)Nc1ccc(NC(=O)c2ccc(Cl)nc2)cc1
    -0.2, -4, 4, -1, -8, -0.1, 1, -12
CCN(C[C@H]1N[C@@](Cc2ccccc2)(C(=O)OC)[C@H]2C(=O)N(C)C(=O)[C@@H]12)C(=O)C1CCCCC1
    1.3, 31, 0, 20, -3, 0.1, 9, 7
Oc1ccc(/C=N/Nc2ccc(Cl)nn2)cc1O
    2.6, 35, -2, 31, 25, 0.1, -3, -20
Cc1noc(C)c1S(=O)(=O)Nc1ccc2c(c1)CC(=O)N([C@@H](C)CO)C[C@H](C)[C@@H](CN(C)C(=O)Nc1ccc(F)cc1)O2
    4.4, -14, -15, 2, -11, -0.1, -6, 1
CC(C)C(NC(=O)CC12CC3CC(CC(C3)C1)C2)C(=O)O (stereo not drawn)
    -0.4, x, 4, -4, 14, 0.1, 1, 33
CC1CCCCN1C(=S)NC(=O)c1cccs1 (stereo not drawn)
    0.7, -1, -1, -10, 4, 1.0, 1, -18

Reformatted tab-delimited: two of the compounds above.
molecule	F508del corr	ARNT TACC3 PPI	ERp5 inh	GSIS activator	EWS-Fli block	Xi reactivation	DENV2 CPE rescue	PAX8 reporter
COc1ccccc1C(=O)N/C(=C\c1ccc(Br)cc1)C(=O)NCCCO	1.0	0	-8	1	2	0.0	5	6
O=C(O)c1ccc(CN2C(=O)c3ccc(C(=O)O)cc3C2=O)cc1	-2.9	-6	5	15	-11	0.1	-1	9

Three of the entries above in order of their number in DENV2 CPE rescue, largest number first:
SMILES | DENV2 CPE rescue
S=C1NC2CCCCC2N1 (stereo not drawn) | 8
CCN1[C@@H]2Cn3c(ccc(-c4ccccc4F)c3=O)[C@H]1[C@@H](C(=O)NCc1ccc(F)cc1)[C@@H]2CO | 4
CC1CCN(CCC(=O)Nc2ccc(Cl)cc2)CC1 | 0

Next part
The line under a structure holds: F508del corr, ARNT TACC3 PPI, ERp5 inh, GSIS activator, EWS-Fli block, Xi reactivation, DENV2 CPE rescue, PAX8 reporter
CCN(CC)Cc1ccc(OC)c(Cl)c1
    -1.8, x, 1, -1, 5, 0.0, 18, 6
COc1cc2sc(C)nc2c2ccccc12
    -2.4, -7, -1, 19, -3, 0.1, -3, 9
Cc1ccc(C2NC(c3ccc(C)cc3)C([N+](=O)[O-])C(C)(C)C2[N+](=O)[O-])cc1 (stereo not drawn)
    x, -2, 0, -24, 8, 0.2, 5, 7
CC1(C)NC(=O)N(CC(=O)N2CCN(S(=O)(=O)c3cc(Cl)ccc3Cl)CC2)C1=O
    2.3, 0, -10, -12, -3, 0.0, 1, 0
CCNC(=O)C1(C)CCN(C(=O)c2ccc(C(F)(F)F)cc2)C1 (stereo not drawn)
    -2.5, x, -1, x, -1, 0.0, 10, 10
COc1ccccc1CNCc1ccc2c(c1)OCO2
    -0.7, x, -3, 2, -2, 0.1, -7, 11
COc1cc(C(=S)N2CCCC2)cc(OC)c1OC
    -4.3, -2, -2, -8, -5, -0.1, 0, -4
Cc1ncc(CO)c(/C=N/NC(=O)c2ccccc2Br)c1O
    2.9, 61*, 6, 1, -3, 0.1, 8, -4
O=C(COC(=O)c1ccc(Cl)nc1)NCCc1ccc(F)cc1
    -0.9, -1, -10, x, 8, -0.8, -3, 14
N#C[C@H]1[C@H](c2ccc(C3=CCCC3)cc2)[C@@H](CO)N1C(=O)C1CCOCC1
    1.7, 0, 2, 4, 5, 0.0, -5, -4
CCCCN(C)S(=O)(=O)c1cc2c(cc1Br)CCN2C(=O)C1CC1
    0.6, 3, -7, 30, -3, 0.0, 4, 0
O=C(Nc1ccc2c(c1)CCC2)c1cccs1
    0.8, -4, -2, -35, -72, 0.1, -5, -151
COc1ccc(S(=O)(=O)N(C)C[C@H]2OCCCC[C@@H](C)Oc3ccc(NS(=O)(=O)c4ccc(C)cc4)cc3C(=O)N([C@H](C)CO)C[C@@H]2C)cc1
    -2.3, -9, -11, -6, -2, 0.0, -2, 1
Cc1cc(C)c(C)c(S(=O)(=O)N2CCN(c3ccccn3)CC2)c1C
    -1.6, -3, 2, -7, -6, 0.2, -4, 14
COc1ccc(-c2coc3c(C(=O)N4CCN(C)CC4)cccc23)c(C)c1
    -2.4, x, 1, 12, -2, 0.1, -10, 8
CCCCCCCCCC[n+]1cccc2c3ccccc3ccc21
    -7.9, 31, 2, 97*, 40, 0.8, -2, 81*
COC(=O)c1ccc(NC(=O)CSc2nc(=O)cc(N)n2-c2ccccc2)cc1
    -3.0, 10, 4, -14, 0, 0.0, -4, -11
CCc1noc(C)c1C(=O)OCC(=O)Nc1cccc(C)c1
    1.3, x, 1, -2, 1, -0.1, u, -1
Cc1cc(OCCN2CCCCCC2)ccc1[N+](=O)[O-]
    x, 1, x, 6, x, 0.0, x, 1
Cc1ccccc1S(=O)(=O)N(CC(O)CN1CCCCC1)c1ccccc1 (stereo not drawn)
    -0.8, 0, -1, 16, -2, 0.1, 6, 10
Cc1ccc(NC(=O)CC2C(=O)NCCN2C(=O)c2ccc(F)cc2)cc1 (stereo not drawn)
    -3.2, -3, 1, 10, x, 0.0, -7, -4
Nc1nc(SCc2ccccc2)c2ncn(C3OC(CO)C(O)C3O)c2n1 (stereo not drawn)
    2.8, 1, -10, 12, -18, 0.0, -3, -22

Copied from the list:
Xi reactivation result of `CCCCCCCCCC[n+]1cccc2c3ccccc3ccc21` → 0.8
PAX8 reporter result of `Cc1ccc(NC(=O)CC2C(=O)NCCN2C(=O)c2ccc(F)cc2)cc1` (stereo not drawn) → -4
DENV2 CPE rescue result of `COc1ccc(S(=O)(=O)N(C)C[C@H]2OCCCC[C@@H](C)Oc3ccc(NS(=O)(=O)c4ccc(C)cc4)cc3C(=O)N([C@H](C)CO)C[C@@H]2C)cc1` → -2
ERp5 inh result of `Nc1nc(SCc2ccccc2)c2ncn(C3OC(CO)C(O)C3O)c2n1` (stereo not drawn) → -10
F508del corr result of `CCCCN(C)S(=O)(=O)c1cc2c(cc1Br)CCN2C(=O)C1CC1` → 0.6
